High-throughput results deposited in PubChem BioAssay by Broad Institute.
GSIS activator = GLuc luminescence reporter in INS-1E cells, primary screen for activators of glucose-dependent secretion of insulin. INS-1E GLuc reporter insulin secretion, 2-3 h. activation, % at 16.6 µM. 370,000 compounds, 0.61% hits. AID 743287;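 active means lowest replicate activation of at least 40%, so every replicate reaches that level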;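 further: 0% = median of neutral control wells and 100% = median of IBMX positive control wells; some compounds called inactive have numbers as strong as hits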
CFTR F508del cor = CFTR F508del correction in bronchial cells. CFBE cells, YFP halide quenching; stimulated with forskolin plus potentiator P3; % fluorescence drop versus neutral controls. AID 720511. activity (quench increase), % at 7.58 µM. 350,000 compounds, 0.36% hits;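 active means mean added fluorescence quench of at least 8% versus neutral control, with both replicates also reaching 8%; inconclusive means only one of the mean or replicate conditions met; inactive means mean below 8% and not both replicates reaching 8%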;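 further: cells transiently co-express mutant CFTR-F508del with the halide-sensitive YFP; corrector assay measuring rescue of mutant channel to the surface after 24 h compound exposure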
Statin myotox sup = suppressors of simvastatin-induced myotoxicity in C2C12 myotubes; ATP luminescence, 48 h; scaled: DMSO 0, geranylgeraniol control 100; rescue of ATP level, % at 7.49 µM; 330,000 compounds, 0.78% hits;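 active means mean ATP rescue above about 67%, or every replicate alone reaching that limit, limit read from the data, passing the limit was not always enough; inconclusive means no clear call, values can overlap the other calls; inactive means mean under the limit and some replicate under it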;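 further: myotubes were challenged with 10 µM simvastatin during compound exposure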
FN deposition inh = fibronectin deposition inhibition; AH1F fibroblasts, Alexa488-fibronectin deposition fluorescence, overnight; inhibition, % at 12.6 µM; 350,000 compounds, 0.086% hits; AID 743247;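 active means mean inhibition across replicates of 30% or more, regardless of how many single replicates reach that level; inconclusive means mean under 30% yet at least half of replicates reach 30%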;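 further: positive control wells lacked labelled fibronectin entirely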
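Assay system: AH1F fibroblasts assembling fluorescent fibronectin matrix; Amount: 10000 AH1F cells per well; Buffer or medium: DMEM, 2% serum; Probe or stimulus: Alexa488-fibronectin, 24 nM final in well; Doses: single compound dose, delivered by pin transfer; Incubation: 1 h adhesion, overnight exposure; Measured by: fluorescence 485/525 nm; Read-out: fibronectin deposition inhibition.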
Cneo AK release = causes C. neoformans cell lysis | adenylate kinase release luminescence, 4 h; normalised: neutral wells 0, clomiphene wells 100 | lysis activity, % at 15 µM | 360,000 compounds, 0.2% hits;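 active means mean lysis activity across replicates of at least 80%, whatever share of replicates individually reach that level; inactive means mean lysis activity below 80%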
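Schedule: static 4 h at 37 °C with compound, 1 h detection; system: C. neoformans cells; benchmarks: Clomiphene as positive control; buffer or medium: fresh YPD medium; measure: luminescence rise reflecting yeast cell lysis; measured by: luminescent adenylate kinase detection reagent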
PGC1a acetyl inh = PGC1a acetylation modulation, inhibitor mode | U2OS PGC1a acetylation, AlphaScreen anti-acetyl-lysine; with virally co-expressed GCN5 acetyltransferase | inhibition, % at 15.6 µM | 350,000 compounds, 0.17% hits | AID 651687;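 active means every replicate shows inhibition of at least 40%; inconclusive means mean inhibition at least 40% but some replicate below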;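 further: 0% = neutral control wells and 100% = positive control wells; some results beyond the cut were filed as inactive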
PglD DTNB = inhibitors of Campylobacter jejuni PglD acetyltransferase. purified PglD enzyme, DTNB colorimetric CoA detection. inhibition, % at 12.5 µM. 360,000 compounds, 0.098% hits. AID 602405; in the data active means inhibition above about 16%, passing the limit was not always enough; inconclusive means no clear call, values can overlap the other calls; further: strong numbers were not always called active
miR122 inh = blocks miR-122 activity in Huh7 sensor cells; Huh7 miR-122 Renilla luciferase sensor, 48 h; neutral wells = 0, positive control = 100; activation (reporter increase), % at 12.5 µM; 340,000 compounds, 0.3% hits;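 active means mean replicate activation score at least 90 and every replicate individually at or above 90; inconclusive means only one of the two criteria met; inactive means neither criterion met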;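 further: higher luciferase means less miR-122 activity so hits act as miR-122 inhibitors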
* marks the source's active call; other numbers are inactive results; ? = inconclusive; . = not tested or not shown; [ ] = remark or other dose.

SMILES	GSIS activator	CFTR F508del cor	Statin myotox sup	FN deposition inh	Cneo AK release	PGC1a acetyl inh	PglD DTNB	miR122 inh
CN1CCN(C(=O)C[C@@H]2CC[C@H]3[C@@H](COC[C@@H](O)CN3S(=O)(=O)c3cccc(Cl)c3)O2)CC1	5	-1.6	1	-12	-2	0	-4	1[16.7 µM]
CCN1CCN(C(c2cccs2)C(C)NC(=O)c2cccc(OC)c2OC)CC1 (stereo unspecified)	-3	-2.5	8	.	0	-1	1	-5
COc1ccc(NC(=O)CCSc2ccc(F)cc2)cc1	-2	-2.5	-1	1	1	-1	0	-3
Cc1ccc(-n2nc(C)c(C(=O)O)n2)c(C)c1	16	.	-3	.	-1	1	-5	-6
O=C(CC(=O)Nc1ccc(F)cc1F)Nc1ccc(F)cc1F	-25	-3.8	8	0	-4	.	-3	4
CCC(=O)Nc1ccc2c(c1)C(=O)N(C)C[C@H](OC)[C@H](C)CN(CC1CC1)[C@H](C)CO2	-4	1.6	0	-12	16	-4	2	.
N#Cc1ccccc1NC(=O)CSc1nnc(-c2ccccc2)n1-c1ccccc1	.	.	.	13	3	-1	-2	6
O=C(CN1CCN(S(=O)(=O)c2ccc(F)cc2)CC1)NC1CCCC1	4	-1.4	-1	5	0	.	0	.
O=C(COc1ccccc1)NC1CCCCC1	57	.	3	6	7	12	0	-3
COc1ccc(CCN2C(=O)CC(N3CCOCC3)C2=O)cc1 (stereo unspecified)	.	.	-2	.	-4	7	5	-8
Cc1[nH]n(-c2nc(-c3ccc(Cl)cc3)cs2)c(=O)c1N=Nc1ccc(O)cc1	2	5.5	.	-6	.	7	.	-5
CNc1ncnc2c1cnn2C1CCCCO1 (stereo unspecified)	11	5.2	-1	-9	0	.	-5	-2
CCCCCn1c(=O)[nH]c2cc(C(=O)NCCCN3CCCCC3CC)ccc2c1=O (stereo unspecified)	-5	0.5	-15	4	6	2	-3	-13
COc1ccc(/C=N\NC(=O)c2ccccc2OC)cc1COc1c(F)c(F)c(F)c(F)c1F	-5	3.9	-15	-3	0	.	2	9
Cc1cccc(CN(C)C[C@@H]2OCc3cn(nn3)CCCC(=O)N([C@H](C)CO)C[C@@H]2C)c1	0	-2.5	-15	-15	51	-12	5	0[16.7 µM]
CCn1cnc2sc(C(=O)Oc3ccc(Br)cc3)c(C)c2c1=O	10	1.2	.	.	.	2	.	-1
COc1ccc(CN(C)C(=O)Cc2ccc(OC)c(S(=O)(=O)N3CCOCC3)c2)cc1	6	0.3	2	1	4	6	-2	1
Cc1ccc(NCc2nnc3n2CCCCC3)cc1	22	-2.9	28	.	-2	-15	-3	2
O=C(Nc1ccc(F)cc1)/C(Cl)=C/c1ccccc1	27	-0.4	-6	-9	-2	-4	8	-7
CO/C([O-])=N/c1c[n+](-c2ccc(C)cc2)no1	.	.	12	.	-1	9	10	-5

A second format for some results above:
molecule,GSIS activator,CFTR F508del cor,Statin myotox sup,FN deposition inh,Cneo AK release,PGC1a acetyl inh,PglD DTNB,miR122 inh
CN1CCN(C(=O)C[C@@H]2CC[C@H]3[C@@H](COC[C@@H](O)CN3S(=O)(=O)c3cccc(Cl)c3)O2)CC1,5,-1.6,1,-12,-2,0,-4,1[16.7 µM]
CCN1CCN(C(c2cccs2)C(C)NC(=O)c2cccc(OC)c2OC)CC1 (stereo unspecified),-3,-2.5,8,.,0,-1,1,-5
COc1ccc(NC(=O)CCSc2ccc(F)cc2)cc1,-2,-2.5,-1,1,1,-1,0,-3
Cc1ccc(-n2nc(C)c(C(=O)O)n2)c(C)c1,16,.,-3,.,-1,1,-5,-6
O=C(CC(=O)Nc1ccc(F)cc1F)Nc1ccc(F)cc1F,-25,-3.8,8,0,-4,.,-3,4
CCC(=O)Nc1ccc2c(c1)C(=O)N(C)C[C@H](OC)[C@H](C)CN(CC1CC1)[C@H](C)CO2,-4,1.6,0,-12,16,-4,2,.
N#Cc1ccccc1NC(=O)CSc1nnc(-c2ccccc2)n1-c1ccccc1,.,.,.,13,3,-1,-2,6
O=C(CN1CCN(S(=O)(=O)c2ccc(F)cc2)CC1)NC1CCCC1,4,-1.4,-1,5,0,.,0,.
O=C(COc1ccccc1)NC1CCCCC1,57,.,3,6,7,12,0,-3
COc1ccc(CCN2C(=O)CC(N3CCOCC3)C2=O)cc1 (stereo unspecified),.,.,-2,.,-4,7,5,-8

Other structures
SMILES	GSIS activator	CFTR F508del cor	Statin myotox sup	FN deposition inh	Cneo AK release	PGC1a acetyl inh	PglD DTNB	miR122 inh
COc1ccc2c(c1OC)C(=O)N(c1ccc(O)cc1)C2	11	-0.3	-12	3	3	.	2	3
COCCn1c(SCC(=O)Nc2cc(Cl)ccc2OC)nc2c(c1=O)SC(C)C2 (stereo unspecified)	-11	-0.4	2	11	-1	0	-3	3
Cc1ccc(S(=O)(=O)Nc2ccc3c(c2)CC(=O)N([C@@H](C)CO)C[C@@H](C)[C@H](CN(C)C(=O)Nc2ccccc2)O3)cc1	-2	-2.1	11	.	0	1	1	0[16.7 µM]
CCC(=O)Nc1ccc(Cl)c(-c2nc3ncccc3o2)c1	2	1.7	0	-11	7	-10	-2	-7
C[C@@H]1CN([C@@H](C)CO)C(=O)c2cc(C#Cc3ccccn3)cnc2O[C@H]1CN(C)Cc1ccncc1	9	2.9	-4	1	-1	-7	-3	-3[16.7 µM]
CC(=O)Nc1ccc2c(CSc3nncs3)cc(=O)oc2c1	16	-0.5	-14	-1	-1	?	-3	0
CCCCC(=O)N(C)c1c(CC)nc2c(OCC(N)=O)cccn12	13	1.5	-8	-2	-1	.	1	-6
O=C(COC(=O)CNC(=O)c1ccccc1)NC1CCCCC1	-11	-0.7	10	0	32	.	7	.
CCCNC(=O)C[C@@H]1CC[C@@H]2[C@H](COC[C@@H](O)CN2C(=O)Nc2c(C)noc2C)O1	5	0.0	5	14	-7	8	14	2[16.7 µM]
CCN(C(=O)Cn1ccc(C(F)(F)F)n1)c1c(N)n(Cc2ccccc2)c(=O)[nH]c1=O	8	1.5	0	-5	-4	.	2	.
CCCC(=O)Nc1ccc(C(=O)/C=C/c2ccc(SC)cc2)cc1	22	.	-50	.	-3	22	-4	0
COc1ccc(C2CC(c3ccc(Br)cc3)=NN2C(=O)c2cccnc2)cc1 (stereo unspecified)	-11	.	.	-3	-1	.	4	17
O=C(NC(=S)Nc1ccc([N+](=O)[O-])cc1O)C1CCCCC1	-7	-0.1	.	-2	3	3	3	1
c1ccc(CSc2ccc(-c3ccccn3)nn2)nc1	-3	1.3	.	-1	.	0	.	.
O=C(Nc1ccc(C(=O)N2CCOCC2)cc1)Nc1ccc(Cl)cc1Cl	-18	1.9	.	6	.	-5	.	.
O=C(Cn1ccc2ccccc2c1=O)NCC(=O)Nc1ccc(F)cc1F	16	-0.9	-1	7	-2	.	4	.
Cc1noc(C)c1CCC(=O)O	8	-0.6	3	6	.	1	.	-7
Clc1ccc(N2CCN(c3ncnc4c3oc3ccccc34)CC2)cc1	.	.	-78	.	-3	-2	-3	2
CCOCCc1nnc(NC(=O)Cc2ccccc2)s1	.	.	8	.	4	8	-4	-3
O=C(OCC(=O)C12CC3CC(CC(C3)C1)C2)c1cnccn1	12	-0.2	.	-1	1	-3	8	-7
CO[C@@H]1CN(C)C(=O)c2cc(NS(C)(=O)=O)ccc2OC[C@H](C)N(C(=O)C2CCOCC2)C[C@H]1C	-2	0.1	-3	-1	-1	2	-1	.
C[C@@H]1CN([C@H](C)CO)C(=O)c2cc(NC(=O)CCC(F)(F)F)ccc2O[C@@H]1CN(C)Cc1ccc2c(c1)OCO2	13	-2.7	26	2	-3	-14	-2	-4[16.7 µM]
CC(C)(C)c1cc(CN2CCCC(O)C2)c(O)c(C(C)(C)C)c1 (stereo unspecified)	-15	.	.	6	-3	-9	2	-17
CC(C)NC(=O)N(C)C[C@@H]1Oc2ncc(-c3ccc(F)cc3)cc2C(=O)N([C@H](C)CO)C[C@@H]1C	4	-1.9	-11	-2	1	6	-3	-7[16.7 µM]
NC(=O)c1cccc(-c2ccnc3c2CC(C(=O)NCc2ccc(F)c(F)c2)O3)c1 (stereo unspecified)	-15	-0.7	-2	14	-1	10	-8	9
COc1ccc(NC(=O)C2C3C=CC(C3)C2C(=O)NCc2ccco2)c(OC)c1 (stereo unspecified)	-9	.	18	.	-3	-14	-1	-4
COc1ccc2c3c(n(C)c2c1)[C@@H](CO)N(S(C)(=O)=O)CC31CCN(Cc2cncnc2)CC1	-13	-1.1	.	0	.	-1	.	.
C[C@@H]1CN([C@@H](C)CO)C(=O)c2cc(NC(=O)NC3CCCCC3)ccc2O[C@H]1CN(C)C	5	2.4	-19	.	0	-6	0	-4[16.7 µM]
CCOC(=O)C1=C(C)N(C)C(=S)NC1c1ccccc1Cl (stereo unspecified)	.	.	-5	.	6	-24	3	10
CCOC(=O)c1ccc(NC(=O)COc2ccc(S(=O)(=O)N3CCCC3)cc2)cc1	-14	4.6	-18	.	-3	6	-2	1
C[C@@H]1CN([C@@H](C)CO)S(=O)(=O)c2ccc(C3=CCCCC3)cc2O[C@@H]1CN(C)C(=O)CC1CC1	-15	-1.5	.	16	1	-3	1	-13[16.7 µM]
CCCCn1c(SCC(=O)NC(=O)Cc2ccccc2)nc2ccccc2c1=O	16	-4.0	4	-4	6	-8	-6	19
FC(F)Oc1ccc(NC(=S)Nc2ccc3cn[nH]c3c2)cc1	-12	2.3	.	2	1	21	5	.
Cc1cc(C)n2nc(-c3ccco3)nc2n1	7	0.1	.	5	.	1	.	.
CCOC(=O)CC1ON(C)C(=O)N1c1ccc([N+](=O)[O-])cc1 (stereo unspecified)	-18	.	.	.	2	2	1	0
Cn1c(N)c(C#N)c(C#N)c1-c1ccccc1	-2	.	-38	.	0	-5	9	-11
Cc1ccc(S(=O)(=O)N2CCN(C(=O)COC(=O)/C=C/c3ccccc3[N+](=O)[O-])CC2)c(C)c1	-14	-1.4	3	-4	0	.	-1	.
O=c1/c(=C/c2ccco2)sc2nc(-c3ccccc3Br)nn12	.	.	.	-7	1	-1	-1	-1
O=C(C[C@@H]1C=C[C@H](NC(=O)Nc2ccc(C(F)(F)F)cc2)[C@@H](CO)O1)NCc1cc(F)cc(F)c1	-2	0.3	4	12	1	-1	-3	.
COc1ccc(NC(=O)N(C)C[C@H]2Oc3ncc(C#CC(C)C)cc3C(=O)N([C@@H](C)CO)C[C@H]2C)cc1	16	-3.3	-7	-17	3	19	0	6[16.7 µM]
CC1CC(=O)c2ccccc2C1C (stereo unspecified)	-18	1.4	5	5	4	5	-11	.
Cc1cc(C)c2c(=O)n3c(nc2c1)C(CC(C)C)NC(=O)c1cccnc1-3 (stereo unspecified)	-15	1.0	0	0	-1	.	4	-4
CCN1CCN(c2nc3c(c(=O)[nH]c(=O)n3C)n2CCCc2ccccc2)CC1	6	5.7	-9	1	-1	4	6	-2
